miR-122 sensor – blocks miR-122 activity in Huh7 sensor cells. Huh7 miR-122 Renilla luciferase sensor, 48 h; neutral wells = 0, positive control = 100. activation (reporter increase), % at 12.5 µM. 340,000 compounds, 0.3% hits. AID 602342;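 active = mean replicate activation score at least 90 and every replicate individually at or above 90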;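 note: higher luciferase means less miR-122 activity so hits act as miR-122 inhibitors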
FN deposit inh – fibronectin deposition inhibition. AH1F fibroblasts, Alexa488-fibronectin deposition fluorescence, overnight. inhibition, % at 12.6 µM. 350,000 compounds, 0.086% hits. AID 743247;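 active = mean inhibition across replicates of 30% or more, regardless of how many single replicates reach that level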;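 note: positive control wells lacked labelled fibronectin entirely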
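Test system: AH1F fibroblast monolayer depositing Alexa488-labelled fibronectin into matrix. Input: 10000 cells per well. Technique: fluorescence, ex 485 nm, em 525 nm. Buffer or medium: DMEM plus 2% serum, read in PBS. Timing: 1 h cell adhesion before compound, then overnight fibronectin incubation. Compound: single dose, pinned. Read-out basis: inhibition from reduced deposited-fibronectin fluorescence.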
Cneo AK release – causes C. neoformans cell lysis; lysis activity, % at 15 µM; AID 651654; 360,000 compounds, 0.2% hits; adenylate kinase release luminescence, 4 h; normalised: neutral wells 0, clomiphene wells 100;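 active = mean lysis activity across replicates of at least 80%, whatever share of replicates individually reach that level; inactive = mean lysis activity below 80%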
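Material: C. neoformans cells | Amount: Yeast cell density of 5 × 10^6 cells/mL | Medium: Fresh YPD growth medium | Dosing: Single dose | Times: Static 4 h at 37 °C with compound, 1 h detection | Detection: AK luminescence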
PglD DTNB – blocks C. jejuni PglD acetyltransferase activity; purified PglD enzyme, DTNB colorimetric CoA detection; inhibition, % at 12.5 µM; 360,000 compounds, 0.098% hits; in the data active = inhibition above about 16%, passing the limit was not always enough; note: strong numbers were not always called active
F508del corr – CFTR F508del correction in bronchial cells. activity (quench increase), % at 7.58 µM. CFBE cells, YFP halide quenching; stimulated with forskolin plus potentiator P3; % fluorescence drop versus neutral controls. AID 720511. 350,000 compounds, 0.36% hits;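 active = mean added fluorescence quench of at least 8% versus neutral control, with both replicates also reaching 8%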;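 note: cells transiently co-express mutant CFTR-F508del with the halide-sensitive YFP; corrector assay measuring rescue of mutant channel to the surface after 24 h compound exposure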
INS-1E GSIS act – primary screen for activators of insulin secretion dependent on glucose, INS-1E cells, GLuc reporter luminescence; INS-1E GLuc reporter insulin secretion, 2-3 h; activation, % at 16.6 µM; 370,000 compounds, 0.61% hits; AID 743287;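 active = lowest replicate activation of at least 40%, so every replicate reaches that level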;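 note: 0% = median of neutral control wells and 100% = median of IBMX positive control wells; some compounds called inactive have numbers as strong as hits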
Statin myotox sup – suppression of simvastatin myotoxicity; C2C12 myotubes + simvastatin, ATP luminescence, 48 h; scaled: DMSO 0, geranylgeraniol control 100; rescue of ATP level, % at 7.49 µM; 330,000 compounds, 0.78% hits;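 active = mean ATP rescue above about 67%, or every replicate alone reaching that limit, limit read from the data, passing the limit was not always enough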;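 note: myotubes were challenged with 10 µM simvastatin during compound exposure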
PGC1a acetyl inh – lowers PGC1a acetylation signal in U2OS cells; AlphaScreen anti-acetyl-lysine; with virally co-expressed GCN5 acetyltransferase; inhibition, % at 15.6 µM; 350,000 compounds, 0.17% hits;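 active = every replicate shows inhibition of at least 40%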;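 note: 0% = neutral control wells and 100% = positive control wells; some results beyond the cut were filed as inactive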
* marks the source's active call; other numbers are inactive results; x = not tested or not shown; [ ] = another dose, or the depositor's remark. Rows are unselected. About 2.1% of those tested had a hit in this group.

SMILES	miR-122 sensor	FN deposit inh	Cneo AK release	PglD DTNB	F508del corr	INS-1E GSIS act	Statin myotox sup	PGC1a acetyl inh
NS(=O)(=O)c1ccc(-c2ccc(C=C3C(=O)c4ccccc4C3=O)o2)cc1	x	-15	1	6	3.9	-3	10	x
OC[C@@H]1Nc2ccc(-c3cccc(F)c3)cc2[C@H]2[C@@H]1CCN2Cc1ccncc1	3[16.7 µM]	1	-11	-4	3.4	2	2	-2
O=C(N[C@H]1CC[C@@H](CCNC(=O)C2CCCC2)O[C@@H]1CO)c1ccccn1	-10[16.7 µM]	10	-3	-1	1.3	0	0	3
COc1ccc(CSc2nnnn2-c2ccccc2)cc1	12	x	0	1	x	x	29	-7
C=CCn1c(CSc2nc3ccccc3s2)nnc1SCC(=O)NCc1ccco1	-5	-4	1	-2	x	14	-8	1
C[C@@H]1CN([C@@H](C)CO)S(=O)(=O)c2ccc(-c3cncnc3)cc2O[C@H]1CN(C)CC1CC1	2[16.7 µM]	x	-3	2	4.9	5	3	9
S=C(NC1CCCCC1)N1CCN(c2ncccn2)CC1	0	-2	x	x	-0.5	3	2	x
C=CCNC(=O)NC(=S)c1ccccc1	-6	x	48	0	x	x	8	2
CC(C)CN(C(=O)COc1ccccc1C(=O)NCc1ccccc1)C1CCS(=O)(=O)C1 (stereo unspecified)	-2	1	1	6	3.9	0	-4	x
Cn1ccc2c(-c3cccc4ccccc34)cc3c(c21)C1CCC3C1 (stereo unspecified)	5	0	1	-1	-1.5	4	-13	-7
COC(=O)C1=NN(c2ccc(Cl)cc2)C2C(=O)N(c3ccccc3OC)C(=O)C12 (stereo unspecified)	-3	3	x	x	x	6	8	-4
O=S(=O)(c1ccc(Cl)cc1)N1CCC(c2nc3ccccc3[nH]2)CC1	-3	-3	0	-4	1.3	3	x	0
COc1ccccc1C(=O)NC(=O)COC(=O)C1(C)CC1(Cl)Cl (stereo unspecified)	-7	-8	0	2	1.1	14	14	7
C[C@H](O)C#Cc1cnc2c(c1)C(=O)N([C@H](C)CO)C[C@H](C)[C@@H](CN(C)CC1CCCC1)O2	-19[16.7 µM]	x	11	3	-1.0	11	-3	9
Oc1ccc(C2C=C(c3ccc(F)cc3)Nc3ncnn32)cc1 (stereo unspecified)	x	-5	x	x	-0.3	-5	x	5
O=C(CSc1nc2ccccc2[nH]1)N=Nc1c(O)[nH]c2ccccc12	4	-10	-3	6	x	11	x	-7
COc1cccc(S(=O)(=O)N[C@H]2C=C[C@@H](CC(=O)NCc3ccncc3)O[C@@H]2CO)c1	x	10	-1	-1	-0.2	-2	2	-13
Cc1cc(C)cc(N(CC(=O)NC2CCCC2)C(=O)c2csnn2)c1	x	5	-1	-7	-3.0	13	7	x
O=C(CN(CCc1ccccc1)S(=O)(=O)c1ccc(Cl)cc1)N/N=C/c1ccc2c(c1)OCO2	-1	2	3	3	x	27	x	8
CO[C@H]1CN(C)C(=O)c2cc(C#N)ccc2OC[C@@H]2O[C@@H](CC[C@H]2OC)CCN(C)C(=O)[C@@H]1C	x	-15	12	-8	-1.1	10	2	3
COc1cc(O)c(C(CCN2CCCC(C)C2)c2ccc(N(C)C)cc2)c(OC)c1 (stereo unspecified)	8	3	11	-5	3.5	x	-11	-4
CN(C)C(CNc1ncnc2sc3c(c12)CCCCC3)c1ccco1 (stereo unspecified)	x	0	x	x	0.8	4	x	-1
COc1ccc(-c2csc3nc(C)n(-n4cccc4)c(=O)c23)cc1	-5	x	1	-3	x	x	3	-17
CC(C)C(=O)Nc1ccc2c(c1)C(=O)N(C)[C@@H]1CC[C@@H](CC(=O)NCC3CC3)O[C@@H]1CO2	8[16.7 µM]	-5	0	-1	0.1	-3	-11	4
COc1cccc(C2CC(c3ccc(F)cc3)Nc3nc(N)nn32)c1 (stereo unspecified)	-10	4	6	1	0.0	20	11	6
COc1cccc(C#Cc2ccc3c(c2)O[C@@H](CN(C)C)[C@@H](C)CN([C@H](C)CO)S3(=O)=O)c1	0[16.7 µM]	x	2	5	-0.7	-5	18	-22
CCn1nc(C(=O)Nc2nc3ccc(C)cc3s2)c2ccccc2c1=O	-2	x	4	1	-1.1	9	-18	-6
C[C@@H]1CN([C@@H](C)CO)C(=O)c2cc(NC(=O)NC3CCCCC3)ccc2O[C@H]1CN(C)Cc1ccc(Cl)c(Cl)c1	-2[16.7 µM]	-5	-2	1	-3.6	3	x	1
CCOc1ncccc1C(=O)Nc1ccc(S(=O)(=O)Nc2nccs2)cc1	37	4	-1	3	3.6	86*	10	22
CN1CCN(C(=O)/C(=C/c2ccccc2Cl)NC(=O)c2ccccc2)CC1	x	0	4	-4	-0.5	0	-7	x
CC(=O)c1c(C)oc2c1C(=O)c1ccccc1C2=O	-1	-3	0	-1	x	9	-78	x
C=C(C)c1cccc(C(C)(C)NC(=O)Nc2ccc(OC)nc2)c1	2	-2	-5	3	0.6	9	5	-9
C=CCN1C(=O)C(CC(=O)O)SC1=Nc1ccc(N=Nc2ccccc2)cc1 (stereo unspecified)	-7	-1	2	-2	-2.6	30	-12	-7
Cc1cc(=O)[nH]c(SCC(=O)Nc2cccc3ccccc23)c1C#N	-2	x	1	3	-3.3	x	x	-3
C[C@H](CO)N1C[C@H](C)[C@@H](CN(C)Cc2ccc(C(F)(F)F)cc2)Oc2ccc(NS(=O)(=O)c3cccs3)cc2C1=O	-2[16.7 µM]	x	-5	1	0.7	-11	20	1
COc1ccc(S(=O)(=O)N(C)C[C@@H]2Oc3ccc(NS(=O)(=O)c4ccccc4)cc3C(=O)N([C@H](C)CO)C[C@@H]2C)cc1	11[16.7 µM]	x	-5	-3	-0.1	2	0	2
Cc1nonc1NC(=O)CSc1nc2ccccc2cc1C#N	-8	-4	x	x	2.0	6	0	-37
O=C(Nc1ccccc1O)c1ccc(NC(=O)C2CC2)cc1	-7	3	0	-5	-7.6	1	-42	x
CSCC[C@H](NC(=O)COc1ccc(Cl)cc1Cl)c1nc2ccccc2[nH]1	-15	-1	0	4	x	-17	x	x
Cc1cccc(C)c1OCC(=O)NNC(=S)NC(=O)C1CC1	4	1	6	3	0.1	-4	6	x
O=C(CSc1nc2ccccc2c(=O)n1-c1ccccc1)N1CCCC1	-1	4	-2	3	x	x	1	1
COc1ccccc1CN1CC[C@@H]2[C@H]1c1cc(C3=CCCCC3)ccc1N[C@@H]2CO	3[16.7 µM]	-9	-10	-6	-3.8	0	-5	-11
O=[N+]([O-])c1ccc(OC(F)F)c(/C=N/n2cnnc2)c1	x	7	x	x	-2.1	0	x	-2
C[C@H](CO)N1C[C@H](C)[C@H](CN(C)C(=O)C2CC2)Oc2cc(-c3cccc(F)c3)ccc2S1(=O)=O	x	-3	9	1	-1.0	3	17	-7
OCCCNc1ncnc2c1ncn2[C@H]1CN(Cc2ccc3c(c2)OCO3)C[C@@H](CO)O1	-3	8	2	2	4.0	11	-3	x
CCCCSc1ccc2nc(-c3ccc(C#N)cc3)cn2c1	-2	x	0	-3	x	-12	x	-1
COc1ccc(CNC(=O)CCn2c(C)csc2=O)cc1	-4	-7	-3	3	2.5	7	5	3
CCN1C(=O)C(CC(=O)Nc2ccc(Cl)cc2)N(NC(=O)c2ccncc2)C1=S (stereo unspecified)	-4	-1	4	-5	0.6	x	13	5
O=C(NC1CC2CCCC(C1)N2C(=O)Nc1ccc(F)cc1)c1ccccc1 (stereo unspecified)	x	2	-9	-2	-0.8	5	1	x
C=CCOc1ccc(/C=C/C(=O)OCc2csc(CC(=O)Nc3ccccc3C)n2)cc1	0	-10	-1	-1	2.0	x	-20	-4
Cn1cc(C(=O)C(F)(F)F)c2ccccc21	-1	x	6	1	x	x	8	53
CC(=O)c1ccc(NC(=O)/C(=C\c2ccco2)NC(=O)c2ccco2)cc1	x	0	1	3	-2.0	-3	4	x
CS(=O)(=O)c1ccc(C(=O)OCC(=O)c2ccc(Cl)s2)cc1	9	-6	-2	-1	0.5	-5	-2	3
O=S(=O)(c1cccs1)N1CCCCN2[C@H](CO)[C@H](c3ccc(C4=CCCC4)cc3)[C@@H]2C1	1[16.7 µM]	x	3	-2	-0.9	16	7	-4
COCC(=O)N1C[C@H](C)[C@H](OC)CN(C)C(=O)c2cc(NC(=O)Nc3cccc(F)c3)ccc2OC[C@H]1C	x	-5	0	-1	1.7	-5	1	-8
O=C(CSc1ccc(-c2ccc(F)cc2)nn1)N1CCN(c2ccccc2)CC1	3	11	6	-5	x	4	x	4
COc1ccc(N(C(=O)Cn2nnc(-c3ccc(C)o3)n2)C(C(=O)NC2CCCC2)c2ccncc2)cc1 (stereo unspecified)	0	1	-1	x	2.1	-3	7	-1
c1nnc(NCNc2nncs2)s1	-8	8	2	1	0.3	-5	-3	-1
COc1ccccc1CNC(=O)c1ccc2c(c1)OCO2	5	-1	x	x	-1.8	-2	6	-6
CC(=O)Nc1ccc(S(=O)(=O)NCc2cc(=O)n(C)c(=O)n2C)cc1	-6	2	0	3	-3.4	17	2	0

Structural class: the entries above containing a Cl atom
SMILES	miR-122 sensor	FN deposit inh	Cneo AK release	PglD DTNB	F508del corr	INS-1E GSIS act	Statin myotox sup	PGC1a acetyl inh
COC(=O)C1=NN(c2ccc(Cl)cc2)C2C(=O)N(c3ccccc3OC)C(=O)C12 (stereo unspecified)	-3	3	x	x	x	6	8	-4
O=S(=O)(c1ccc(Cl)cc1)N1CCC(c2nc3ccccc3[nH]2)CC1	-3	-3	0	-4	1.3	3	x	0
COc1ccccc1C(=O)NC(=O)COC(=O)C1(C)CC1(Cl)Cl (stereo unspecified)	-7	-8	0	2	1.1	14	14	7
O=C(CN(CCc1ccccc1)S(=O)(=O)c1ccc(Cl)cc1)N/N=C/c1ccc2c(c1)OCO2	-1	2	3	3	x	27	x	8
C[C@@H]1CN([C@@H](C)CO)C(=O)c2cc(NC(=O)NC3CCCCC3)ccc2O[C@H]1CN(C)Cc1ccc(Cl)c(Cl)c1	-2[16.7 µM]	-5	-2	1	-3.6	3	x	1
CN1CCN(C(=O)/C(=C/c2ccccc2Cl)NC(=O)c2ccccc2)CC1	x	0	4	-4	-0.5	0	-7	x
CSCC[C@H](NC(=O)COc1ccc(Cl)cc1Cl)c1nc2ccccc2[nH]1	-15	-1	0	4	x	-17	x	x
CCN1C(=O)C(CC(=O)Nc2ccc(Cl)cc2)N(NC(=O)c2ccncc2)C1=S (stereo unspecified)	-4	-1	4	-5	0.6	x	13	5
CS(=O)(=O)c1ccc(C(=O)OCC(=O)c2ccc(Cl)s2)cc1	9	-6	-2	-1	0.5	-5	-2	3
